XIAP displacement: small molecules displacing peptide from XIAP – biochemical, IAP family, fluorescence polarization (AID 1018); XIAP BIR domain, fluorescence polarization peptide displacement; higher % means a stronger effect; displacement, % at 20 µM; hits with a dose series show IC50 in µM; 0.007% of 200,000 active; in the data active = displacement above about 50%; note: a part of the inactive calls stands beside numbers as strong as those of hits
SIAH1 antagonists: blockers of Siah-1 interaction with plectin peptide – biochemical, fluorescence polarization, rhodamine-plectin, uHTS, primary screen (AID 1817); 0.02% of 290,000 active; Siah-1 / rhodamine-plectin peptide fluorescence polarization; higher % means a stronger effect; one-dose displacement, % at 20 µM; IC50 in µM for titrated hits;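 active = displacement of at least 50% at 20 µM, with a fluorescence ratio check between 0.3 and a set limit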;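 note: plate controls were Siah plus tracer with DMSO for no effect and tracer alone without Siah for full effect; strong numbers were not always called active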
UTI89 phage lysis: protection from phage-mediated lysis, alamar blue read-out – E. coli UTI89, K1F phage, bacterial capsule biogenesis inhibitors (AID 488966) | 0.02% of 340,000 active | E. coli UTI89 K1F phage lysis, alamar blue, 2 h; higher % means a stronger effect | inhibition, % at 100 µM, or IC50 in µM where a hit was titrated;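 active = phage lysis inhibition, versus mean bacterial control, above a set limit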;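 note: capsule biogenesis inhibitors block K1F phage lysis so surviving cells raise fluorescence; higher fluorescence means more inhibition of phage lysis; actives were called in the ten point dose series up to 300 µM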
PMI inhibition: MPI inhibition at elevated mannose 6-phosphate – biochemical, fluorescence intensity, high mannose 6-phosphate, primary screen (AID 1220); 0.66% of 190,000 active; inhibition, % at 20 µM, or IC50 in µM where a hit was titrated; recombinant PMI enzyme, coupled fluorescence intensity; higher % means a stronger effect
PMI inhibitors: MPI enzyme activity inhibition – biochemical, fluorescence intensity, coupled assay, primary screen (AID 1209); purified PMI enzyme, coupled fluorescence intensity; higher % means a stronger effect; one-dose inhibition, % at 20 µM; IC50 in µM for titrated hits; 0.42% of 190,000 active;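 note: plate controls were DMSO vehicle for no effect and wells lacking substrate for full effect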
Hep lipid drop: modulators of hepatic lipid droplet formation | AML12 mouse hepatocytes, oleate lipid droplets, BODIPY imaging | inhibition, % at 6.5 µM | 0.4% of 240,000 active;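 active = lipid droplet intensity inhibited by at least 50%, with more than 500 cells counted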
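Test system: AML12 hepatocytes (mouse); reagent: oleate loading, 100 µM; dosing: one dose, 6.5 µM compound; incubation: overnight exposure; signal: fluorescence imaging, 20x objective, two fields per well; read-out basis: % inhibition of corrected integrated BODIPY droplet signal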
P. falciparum M17LAP: P. falciparum M17LAP inhibitors, primary screen, biochemical, fluorogenic H-Leu-NHMec substrate, 1536-well (AID 1619); 0.38% of 220,000 active; recombinant M17LAP, H-Leu-NHMec fluorogenic kinetic assay; higher % means a stronger effect; inhibition, % at 30 µM, or IC50 in µM where a hit was titrated;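 active = compound inhibiting the enzyme by more than half at any dose during confirmatory dose-response retesting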;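 note: plate controls were full reaction with DMSO carrier for no effect and no enzyme background for full effect; strong numbers were not always called active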
TNAP activation fold: stimulation of alkaline phosphatase TNAP activity – biochemical, luminescent, no phosphate acceptor, uHTS, primary screen (AID 1001); purified TNAP, luminescent activation assay, no phosphate acceptor; higher activation fold means a stronger effect; activation fold at 20 µM, or EC50 in µM where a hit was titrated; 0.03% of 200,000 active; in the data active = activation fold from about 3, or a potency from the dose series; inactive = the rest, 99 in 100 with activation fold below about 1.6; note: many of its hits are not listed in these tables
M1AAP inhibition: malaria alanyl aminopeptidase activity blockers – biochemical, fluorogenic H-Leu-NHMec substrate, 1536-well (AID 1445); inhibition, % at 30 µM; hits with a dose series show IC50 in µM; 0.42% of 220,000 active; recombinant M1AAP, H-Leu-NHMec fluorogenic kinetic assay; higher % means a stronger effect;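 active = primary inhibition above the hit cutoff, then over 50% inhibition at one or more dose response concentrations, cut at about 23% in these data, passing the limit was not always enough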;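 note: plate controls were DMSO full reaction for no effect and no enzyme background for full effect; strong numbers were not always called active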
Hep lipid drop cells 6.5 µM: recorded beside Hep lipid drop, whose call it bears; cell count; measured here: cell count, cytotoxicity flag;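 cells counted across two imaged fields per well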
* = called active by the depositor; x = no result given; [ ] = another dose, or the depositor's remark. Cut-off read from the data, not from the text of the source, unless noted: active = inhibition above about 50%; inactive = the rest.

1. O=C(O)CC(NNC(=O)c1ccccc1)C(=O)Nc1cccc([N+](=O)[O-])c1 (stereo not given)
2. Cn1c(=O)c2c(nc(Br)n2C/C=N/NC(N)=S)n(C)c1=O
3. COc1c(N2CCN(C(=S)Nc3ccc(F)cc3)C(C)C2)c(F)cc2c(=O)c(C(=O)O)cn(C3CC3)c12 (stereo not given)
4. CC1(C)SC(=S)N(/N=C/c2ccccc2O)C1N(O)C(=O)Nc1ccccc1 (stereo not given)
5. CCOC(=O)Cc1nnc(NC(=O)CC)s1
6. CCCn1cc(SCC(=O)Nc2nnc(C)s2)c2ccccc21
7. O=C(c1cccc2ccccc12)C1CCCN(C(=O)CCN2CCCO2)C1 (stereo not given)
8. C=CCNc1nc(-c2c(C)nc3sccn23)cs1

Compound | 1 | 2 | 3 | 4 | 5 | 6 | 7 | 8
XIAP displacement | x | x | -3.2% | x | -3.4% | -3.5% | -7.6% | -1.0%
SIAH1 antagonists | 0% | 0% | 0% | 4% | -2% | 4% | -3% | 3%
UTI89 phage lysis | -0.2% | x | 0.7% | -2.0%[50 µM] | 0.0% | 0.9% | 0.0% | 4.6%
PMI inhibition | x | x | 16% | x | 1% | 9% | -1% | 55%*
PMI inhibitors | x | x | 15% | x | 6% | 7% | -3% | 9%
Hep lipid drop | x | 1 | x | 0 | 4 | 20 | -20 | -8
Hep lipid drop cells 6.5 µM | x | 731 | x | 688 | 703 | 674 | 687 | 742
P. falciparum M17LAP | 21% | 17% | -15% | 6% | 8% | -9% | 4% | 8%
TNAP activation fold | x | x | 1 | x | 1.1 | 1.1 | 0.9 | 1.1
M1AAP inhibition | 11% | 5% | 1% | 6% | 3% | 5% | 1% | 7%

9. Cc1ccc(CNC(=O)c2oc3ccc(S(=O)(=O)N4CCOCC4)cc3c2C)cc1
10. Cn1c(CO)cnc1S(=O)(=O)Cc1ccc(Cl)cc1
11. O=C(CSc1ccc(Cl)cc1)Nc1ccc(C2SCCS2)cc1
12. O=C(O)c1cc(NCc2c(F)cccc2Cl)ccc1N1CCOCC1
13. Cc1cc(NC(=O)c2cnn3c(C(F)F)cc(-c4ccccc4)nc23)no1
14. COc1ccc(Cn2c(CCC(=O)Nc3ccccc3OC)nc3cccnc32)cc1
15. Cc1c(C(=O)O)oc2ccc(S(=O)(=O)NCc3ccccc3)cc12
16. Cc1nc2sc(C(c3ccco3)N3CCC(C)CC3)c(O)n2n1 (stereo not given)

Compound | 9 | 10 | 11 | 12 | 13 | 14 | 15 | 16
XIAP displacement | -4.0% | -6.2% | x | -6.3% | -1.6% | -6.2% | -0.5% | -0.5%
SIAH1 antagonists | 7% | 3% | 3% | -2% | 5% | 11% | 3% | -5%
UTI89 phage lysis | 6.2% | -0.6% | -1.2% | 1.6% | 0.6% | 0.1% | -0.5% | 0.6%
PMI inhibition | 1% | 3% | x | 3% | 9% | 6% | -8% | -6%
PMI inhibitors | 8% | 3% | x | 5% | 8% | -1% | -12% | -11%
Hep lipid drop | -2 | 1 | -64 | -4 | x | 11 | x | -18
Hep lipid drop cells 6.5 µM | 798 | 704 | 684 | 674 | x | 701 | x | 722
P. falciparum M17LAP | 13% | -1% | 0% | -8% | 6% | 3% | 14% | 10%
TNAP activation fold | 1 | 1 | x | 1.1 | 1.1 | 1.1 | 1.1 | 1
M1AAP inhibition | 1% | -4% | 3% | 2% | 2% | 2% | 2% | 4%

Part of the list above, tab-delimited:
entry	smiles	XIAP displacement	SIAH1 antagonists	UTI89 phage lysis	PMI inhibition	PMI inhibitors	Hep lipid drop	Hep lipid drop cells 6.5 µM	P. falciparum M17LAP	TNAP activation fold	M1AAP inhibition
13	Cc1cc(NC(=O)c2cnn3c(C(F)F)cc(-c4ccccc4)nc23)no1	-1.6%	5%	0.6%	9%	8%	x	x	6%	1.1	2%
14	COc1ccc(Cn2c(CCC(=O)Nc3ccccc3OC)nc3cccnc32)cc1	-6.2%	11%	0.1%	6%	-1%	11	701	3%	1.1	2%
15	Cc1c(C(=O)O)oc2ccc(S(=O)(=O)NCc3ccccc3)cc12	-0.5%	3%	-0.5%	-8%	-12%	x	x	14%	1.1	2%
16	Cc1nc2sc(C(c3ccco3)N3CCC(C)CC3)c(O)n2n1 (stereo not given)	-0.5%	-5%	0.6%	-6%	-11%	-18	722	10%	1	4%

Carrying on.
17. N/C(CCCN1CCCCC1)=N/O
18. CC(C)NC(=O)COC(=O)c1cc(=O)[nH]c2ccccc12
19. CNS(=O)(=O)c1cccc(C(=O)OCC(=O)N2CCc3ccccc3C2)c1
20. CCn1ncc(/C=C2/SC(=S)NC2=O)c1C
21. CCN(CC)C(=O)CSc1nc2ccc(NC(=O)CSc3nnc(N)s3)cc2s1
22. COc1ccccc1C(CCNS(=O)(=O)c1ccc(C)cc1)c1ccco1 (stereo not given)
23. O=C(Cn1cnc2ccccc2c1=O)NCC(=O)N1CCOCC1
24. C=CCNC(=O)CSc1nnc(-c2cccs2)o1

Compound | 17 | 18 | 19 | 20 | 21 | 22 | 23 | 24
XIAP displacement | -1.7% | -7.9% | -2.1% | 0.0% | -3.7% | -8.2% | -4.0% | -3.7%
SIAH1 antagonists | 0% | -1% | 1% | 1% | 6% | 1% | -4% | 3%
UTI89 phage lysis | 1.1% | 3.2% | 4.8% | 0.6% | 0.3% | -0.2% | 0.1% | 0.7%
PMI inhibition | 7% | -5% | -9% | -14% | 7% | 3% | -5% | -6%
PMI inhibitors | 14% | 1% | -9% | -6% | -6% | 5% | -2% | -2%
Hep lipid drop | -1 | x | -13 | 0 | x | 12 | 3 | x
Hep lipid drop cells 6.5 µM | 658 | x | 795 | 728 | x | 745 | 737 | x
P. falciparum M17LAP | 0% | 1% | 5% | -14% | 20% | 0% | 17% | 4%
TNAP activation fold | 1.1 | 1 | 0.7 | 1.2 | 1 | 1.1 | 1 | 1.1
M1AAP inhibition | 9% | 5% | 7% | 12% | 9% | 4% | 2% | 0%

25. O=C(O)CCN(Cc1ccccc1)S(=O)(=O)c1ccc(Cl)cc1F
26. NS(=O)(=O)c1ccc(-c2ccc(/C=N/NC(=O)c3ccc([N+](=O)[O-])cc3)o2)cc1
27. COc1ccc(C2C3=C(NCCN=C3c3ccccc3)C(=O)N2c2ccccc2)c(OC)c1 (stereo not given)
28. Cc1ccc(CN2CCSc3ccc(C(=O)N4CCN(c5ncccn5)CC4)cc32)cc1
29. COC(=O)C1Cc2c([nH]c3ccccc23)C(C)N1 (stereo not given)
30. O=S(=O)(c1cccs1)N1CN(C2CCCC2)c2nc3ccccc3nc21
31. Cc1ccc(CN2CC(C(=O)Nc3ccc(F)c([N+](=O)[O-])c3)CC2=O)cc1 (stereo not given)
32. CN1CCN(c2oc(/C=C/c3ccccc3)nc2C#N)CC1

Compound | 25 | 26 | 27 | 28 | 29 | 30 | 31 | 32
XIAP displacement | -4.4% | x | -9.6% | -7.3% | -16% | x | -2.6% | x
SIAH1 antagonists | 3% | 10% | -5% | 0% | 0% | -4% | -3% | 13%
UTI89 phage lysis | 1.0% | 0.3% | -0.6% | -0.6% | 0.3% | -0.6%[50 µM] | 0.9% | -0.2%
PMI inhibition | -7% | x | -8% | 2% | -18% | x | 12% | x
PMI inhibitors | -11% | x | -10% | 8% | -8% | x | 12% | x
Hep lipid drop | -4 | 7 | 1 | -65 | 16 | 3 | 12 | 17
Hep lipid drop cells 6.5 µM | 692 | 730 | 725 | 714 | 719 | 638 | 729 | 646
P. falciparum M17LAP | 6% | 0% | 46% | -30% | 5% | -7% | -5% | -278%
TNAP activation fold | 1.1 | x | 0.9 | 1 | 1.1 | x | 1 | x
M1AAP inhibition | -2% | 2% | 12% | 6% | 6% | 6% | 1% | 16%

33. COc1cccc(-c2nnc(SCc3nc4ccccc4s3)n2C)c1
34. C=CCN1CN(S(=O)(=O)c2cccs2)c2nc3ccccc3nc21
35. CCN(CC)C(=O)CSc1nnc(-c2cnccn2)n1-c1ccc(C)cc1
36. COc1cccc(-c2csc(N3CCN(C(=S)Nc4ccccc4OC)CC3)n2)c1
37. OC(COc1ccc(CN2CCCCO2)cc1)CN1CCCCC1 (stereo not given)
38. O=C(NNC(=O)c1ccccc1[N+](=O)[O-])c1ccccc1[N+](=O)[O-]
39. CC1(C)NC(=O)N(CCCSc2ccc(Cl)cc2)C1=O
40. Cc1ccc(C(C)C)cc1OCCN1CCCC1

Compound | 33 | 34 | 35 | 36 | 37 | 38 | 39 | 40
XIAP displacement | -5.4% | -6.0% | -4.7% | -3.4% | -6.7% | -5.8% | -0.5% | -1.2%
SIAH1 antagonists | 6% | 10% | 2% | -4% | -1% | 8% | 2% | 4%
UTI89 phage lysis | 0.3% | -1.1% | 1.1% | 4.9% | -0.5% | 1.6% | 1.2% | 1.5%[50 µM]
PMI inhibition | -2% | -39% | -6% | 9% | 1% | 1% | 8% | -16%
PMI inhibitors | -3% | -12% | -8% | 9% | -12% | 20% | 7% | -3%
Hep lipid drop | -2 | 6 | x | x | -12 | 2 | x | 44
Hep lipid drop cells 6.5 µM | 769 | 733 | x | x | 671 | 709 | x | 639
P. falciparum M17LAP | 8% | -38% | -8% | 0% | -11% | -12% | 11% | -2%
TNAP activation fold | 1.2 | 1.1 | 1 | 1.1 | 1.1 | 1.1 | 1.1 | 1.2
M1AAP inhibition | 4% | 15% | -4% | 5% | -2% | 5% | 2% | 0%

41. Cc1ccccc1-n1nc2c(c1NC(=O)/C=C\c1ccc3c(c1)OCO3)CSC2
42. Cc1ccc(C(C(=O)NC(C)(C)C)N(Cc2cccs2)C(=O)c2ccc3c(c2)OCCO3)cc1 (stereo not given)
43. CCCCNC(=S)NNC(=O)c1ccncc1
44. Cc1ccc(NC(=O)C[n+]2cc(-c3ccccc3)n3c2CCC3)c(C)c1
45. C/C(=N\N1CCN(c2ccccc2)CC1)c1ccco1
46. Cc1nc(C)c(C(=O)N/N=C/c2ccco2)s1
47. N[C@@H](CO)c1nnc([C@H](CCC(=O)O)NC(=O)C2CCNCC2)o1
48. N#Cc1c(NC(=O)CSc2ncnc3sccc23)oc(-c2ccco2)c1-c1ccco1

Compound | 41 | 42 | 43 | 44 | 45 | 46 | 47 | 48
XIAP displacement | -6.8% | -5.8% | -5.2% | x | -7.1% | -1.9% | -3.8% | -4.5%
SIAH1 antagonists | -2% | 6% | 1% | -4% | 3% | 1% | 2% | 19%
UTI89 phage lysis | 6.8% | 0.1% | 0.1% | 0.5% | 0.4% | 0.0% | 1.3% | 0.7%
PMI inhibition | 2% | 14% | 3% | x | 7% | -5% | -2% | 8%
PMI inhibitors | 1% | 22% | -2% | x | 9% | -12% | -1% | -26%
Hep lipid drop | 6 | -24 | 17 | x | 8 | 4 | -1 | x
Hep lipid drop cells 6.5 µM | 746 | 587 | 721 | x | 659 | 618 | 720 | x
P. falciparum M17LAP | 12% | 19% | -6% | 3% | 3% | 10% | -4% | 19%
TNAP activation fold | 1 | 1.1 | 2 | x | 1.1 | 1.1 | 1 | 1
M1AAP inhibition | 15% | 10% | 1% | -1% | 0% | 11% | 1% | 30%

Compound activity deposited in PubChem by several laboratories.
